# Screens deposited in PubChem by The Scripps Research Institute Molecular Screening Center.
# FBW7 act = FBW7 E3 ligase activators, primary screen, biochemical, AlphaScreen, human | F-box/WD repeat-containing protein 7 (Homo sapiens), Q969H0 | AlphaScreen FBW7–phospho-cyclin E peptide binding, activator screen | normalized activity (activation), % at 26.1 µM | 650,000 compounds, 0.13% hits | AID 1259310, 2017; in the data active = normalized activity above about 1.9%;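 also: purified mutant Fbw7 with reduced substrate affinity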
# Target sequence (Q969H0 whole entry, looked up): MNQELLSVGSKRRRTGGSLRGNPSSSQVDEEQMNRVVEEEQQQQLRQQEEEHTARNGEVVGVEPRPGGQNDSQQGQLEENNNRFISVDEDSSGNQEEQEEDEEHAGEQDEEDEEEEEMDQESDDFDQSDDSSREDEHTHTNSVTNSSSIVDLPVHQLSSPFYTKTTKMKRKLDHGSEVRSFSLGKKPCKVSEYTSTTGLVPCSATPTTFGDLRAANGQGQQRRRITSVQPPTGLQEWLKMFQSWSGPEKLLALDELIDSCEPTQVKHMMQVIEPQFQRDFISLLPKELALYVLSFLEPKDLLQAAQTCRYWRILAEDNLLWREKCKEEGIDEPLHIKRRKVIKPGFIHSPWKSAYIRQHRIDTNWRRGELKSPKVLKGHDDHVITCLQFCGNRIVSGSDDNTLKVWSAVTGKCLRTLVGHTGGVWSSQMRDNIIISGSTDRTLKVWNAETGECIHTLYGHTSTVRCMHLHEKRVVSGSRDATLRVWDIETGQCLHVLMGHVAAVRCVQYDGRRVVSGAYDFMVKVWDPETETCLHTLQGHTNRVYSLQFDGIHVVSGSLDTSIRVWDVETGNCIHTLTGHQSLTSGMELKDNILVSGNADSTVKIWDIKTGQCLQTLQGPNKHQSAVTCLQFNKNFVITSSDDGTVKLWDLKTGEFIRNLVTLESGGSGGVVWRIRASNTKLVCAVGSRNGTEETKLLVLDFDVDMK
# GPR151 ag = activators of human GPR151, primary screen, cell-based, PathHunter beta-arrestin, luminescence; G-protein coupled receptor 151 (Homo sapiens), Q8TDV0; PathHunter beta-arrestin GPR151 cells; activation, % at 11.2 µM; 650,000 compounds, 1% hits; in the data active = activation above about 4.9%;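 also: 0% = median of compound wells and 100% = cells with positive control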
# Target sequence (Q8TDV0 whole entry, looked up): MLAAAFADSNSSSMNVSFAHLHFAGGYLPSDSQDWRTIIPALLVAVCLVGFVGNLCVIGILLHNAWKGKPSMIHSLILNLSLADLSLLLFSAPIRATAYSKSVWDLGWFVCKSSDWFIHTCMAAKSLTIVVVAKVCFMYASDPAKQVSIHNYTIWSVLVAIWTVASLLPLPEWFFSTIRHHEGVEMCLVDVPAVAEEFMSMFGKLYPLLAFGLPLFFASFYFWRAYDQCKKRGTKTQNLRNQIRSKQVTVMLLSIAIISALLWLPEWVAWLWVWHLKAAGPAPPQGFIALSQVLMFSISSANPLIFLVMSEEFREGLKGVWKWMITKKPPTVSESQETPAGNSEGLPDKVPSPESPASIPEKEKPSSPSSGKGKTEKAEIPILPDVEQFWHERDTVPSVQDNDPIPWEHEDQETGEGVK
# MITF primary = MITF inhibitors, primary screen, biochemical, AlphaScreen, human. AlphaScreen MITF homodimerization, bead proximity signal. inhibition, % at 2.6 µM. AID 1259374, 2018. 650,000 compounds, 0.91% hits. Microphthalmia-associated transcription factor (Homo sapiens), O75030; in the data active = inhibition above about 50%;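 also: 0% = vehicle wells with protein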
# TEAD-YAP inh = TEAD-YAP interaction inhibition, primary screen, TEAD-YAP interaction inhibitor project, luminescence, HEK-TIYL cells; 640,000 compounds, 1.4% hits; inhibition, % at 9.12 µM; TEAD-Gal4/YAP UAS-luciferase luminescence; in the data active = inhibition above about 32%;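 also: 0% = median of test compound wells and 100% = reference inhibitor wells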
# Starred values were filed as active, the others as inactive; / = no result given.
# The line under a structure holds: TEAD-YAP inh, MITF primary, FBW7 act, GPR151 ag
CN(C)Cc1c(C(=O)N/N=C/c2ccc([N+](=O)[O-])o2)nnn1-c1nonc1N
→ 8, -4, -0.2, 0.6
Cn1cc(-c2cnc(N3CCN(CCO)CC3)c3nccn23)cn1
→ 9, -9, -0.5, 0.9
O=C(Nc1ccccc1)c1ccnc(N2CCC(N3CCOCC3)CC2)c1
→ -10, -3, 0.0, 0.6
CCN(CC)C(=O)C1CCCN(c2nc(NCCN(C(C)C)C(C)C)nc(N(CC)CC)n2)C1 (stereo not drawn)
→ 2, -17, 0.1, -0.8
COc1ccccc1OC(=O)c1cccc(S(=O)(=O)N2CCCCC2)c1
→ 0, -7, -0.1, -3.5
O=C1[C@H]2CN(CCCc3ccccc3)CCN2C(=O)[C@H]2CCCN12
→ 1, 8, 0.1, 0.2
O=C1NC=C(c2ccccc2)C(c2ccccc2)N1 (stereo not drawn)
→ 12, -12, -0.5, 0.3
Cc1ccc2c(COC(=O)CCN3C(=O)c4cccc([N+](=O)[O-])c4C3=O)cc(=O)oc2c1
→ 0, -14, -0.1, 1.2
COc1ccc(/C=C2\Sc3ccccc3NC2=O)cc1
→ -43, 0, -0.1, 0.3
Cc1cc(NC(=O)Cn2cnc3c(nnn3-c3ccccc3)c2=O)no1
→ -10, 5, -0.1, -2.0
NC(=O)Cc1nonc1NCNc1nonc1CC(N)=O
→ 2, 13, 0.3, 2.4
COc1ccc(C(=O)CNc2ccc3ccccc3c2)cc1
→ -17, 14, 0.1, 0.2
COCCN=Cc1c(NCCOC)nc2ccccn2c1=O
→ 0, 12, 0.0, -0.2
COc1cc(C(=O)NCCCS(=O)(=O)N2CCN(c3ncccn3)CC2)cc(OC)c1OC
→ -2, -4, 0.0, -0.7
NC(=O)c1ccc(NC(=O)COC(=O)C23CC4CC(CC(Br)(C4)C2)C3)cc1
→ -6, 0, 0.1, 0.8
CCOc1ccccc1N1CC(C(=O)Nc2ccc(OC)cc2)CC1=O (stereo not drawn)
→ 3, -7, -0.2, -1.6
O=C(NCCc1ccccc1)c1cc(-c2ccccc2O)on1
→ 0, 8, 0.1, 0.0
C/C(=N\NS(=O)(=O)c1ccccc1)c1ccccc1
→ -9, 10, 0.0, -1.3
CN1CCN(c2ccc(-c3nc(NC4CC4)c4ncn(CCN5CCCC5=O)c4n3)cc2)CC1
→ -2, 5, 0.2, 2.6
COc1ccc(NC(=O)C2=CC(c3cccc(OC)c3)=NS(=O)(=O)N2C)cc1
→ 13, -1, 0.2, 0.3
COc1ccc(N2C(=O)CC(N3CCOCC3)C2=O)cc1 (stereo not drawn)
→ 0, 18, -0.1, -1.8
CS(=O)(=O)N(CC(=O)N1CCCCCC1)c1cc(Cl)c(Cl)cc1Cl
→ -9, 11, 0.1, 0.0
CCCC[C@H](C)C[C@H](O)/C=C/[C@H]1[C@H](O)CC(=O)[C@@H]1CCCC/C=C/C(=O)O
→ /, 18, /, 0.5
O=C(CN(Cc1ccccc1)S(=O)(=O)c1ccc(Cl)cc1)Nc1ccc2c(c1)OCO2
→ -14, 0, -0.2, 0.3
Cc1cccc(Cn2cnc3c(oc4ccccc43)c2=O)c1
→ 10, -15, 0.2, 0.1
COc1ccccc1NC(=O)COC(=O)C1CCC(=O)N1 (stereo not drawn)
→ 2, 14, 0.1, 1.5
O=C(Nc1ccc(C23CC4CC(CC(c5ccccc5)(C4)C2)C3)cc1)c1ccc([N+](=O)[O-])cc1
→ 3, -2, 0.0, -0.2
CC(=O)c1cccc(NC(=O)CN(C)S(=O)(=O)c2ccc3[nH]c4c(c3c2)CCCC4)c1
→ 5, 4, 0.0, 0.7
COc1ccc(C(=O)c2oc3ccc(NC(C)=O)cc3c2C)cc1
→ -3, 17, 0.1, -1.0
O=C(COC(=O)CC1CC2CCC1C2)Nc1ccc(F)cc1 (stereo not drawn)
→ 4, 5, -0.2, 0.8

# Quoted at random: five compounds from above
# The line under a structure holds: TEAD-YAP inh, MITF primary, FBW7 act, GPR151 ag
CN(C)Cc1c(C(=O)N/N=C/c2ccc([N+](=O)[O-])o2)nnn1-c1nonc1N
→ 8, -4, -0.2, 0.6
Cn1cc(-c2cnc(N3CCN(CCO)CC3)c3nccn23)cn1
→ 9, -9, -0.5, 0.9
COc1ccc(C(=O)CNc2ccc3ccccc3c2)cc1
→ -17, 14, 0.1, 0.2
Cc1cccc(Cn2cnc3c(oc4ccccc43)c2=O)c1
→ 10, -15, 0.2, 0.1
CS(=O)(=O)N(CC(=O)N1CCCCCC1)c1cc(Cl)c(Cl)cc1Cl
→ -9, 11, 0.1, 0.0

# As a working copy, some entries already given.
# The line under a structure holds: TEAD-YAP inh, MITF primary, FBW7 act, GPR151 ag
COc1ccc(NC(=O)C2=CC(c3cccc(OC)c3)=NS(=O)(=O)N2C)cc1
→ 13, -1, 0.2, 0.3
COc1ccc(N2C(=O)CC(N3CCOCC3)C2=O)cc1 (stereo not drawn)
→ 0, 18, -0.1, -1.8

# Further records:
# The line under a structure holds: TEAD-YAP inh, MITF primary, FBW7 act, GPR151 ag
CCOC(=O)COc1ccc(/C=C2/NC(=S)NC2=O)cc1OC
→ 1, 9, 0.0, 1.8
CC(C)c1ccc(CN2CCC3(CCC(CNC(=O)C4CCOCC4)O3)CC2)cc1 (stereo not drawn)
→ 2, 8, 0.1, -0.5
CC(C)(C)OC(=O)N/N=C\c1cc2c(cc1[N+](=O)[O-])OCO2
→ -5, -6, -0.1, -0.4
CC(=O)N1CCC(N(C(=O)COCc2ccccc2)C2CC2)CC1
→ 4, -1, 0.1, 1.7
COc1ccccc1N1CCN(c2ncc(C(=O)Nc3cc(OC)c(OC)c(OC)c3)c3ccccc23)CC1
→ 56*, 8, 0.1, -1.3
COc1cc(Nc2ncnc3nc(-c4cccc(N)c4)[nH]c23)cc(OC)c1OC
→ -5, 10, 0.3, -1.2
CC(=O)Nc1ccc(-c2csc(Nc3ccc(C(C)=O)cc3)n2)cc1
→ -10, -5, -0.2, -0.2
CCN(CC)c1ccc(C(=O)Nn2c(-c3cccc(C)c3)nc3ccccc3c2=O)cc1
→ 4, -12, 0.0, 1.6
Cc1ccc(N2CCN(c3ncnc4c3c(-c3ccccc3)cn4-c3cccc(C)c3)CC2C)cc1 (stereo not drawn)
→ -5, -18, 0.0, -0.9
Cc1ccc(NC(=O)CN(c2cccc(C)c2C)S(C)(=O)=O)cc1C
→ -9, -5, 0.0, 0.7
CC1=C(C(=O)OCCOc2ccccc2)C(c2cccc(Cl)c2Cl)C2=C(CC(c3ccccc3)CC2=O)N1 (stereo not drawn)
→ 6, -5, 0.6, -1.0
O=C(/C=C/c1cn(-c2ccccc2)nc1-c1ccccc1)N1CCOCC1
→ 3, 1, -0.1, 3.0
CC(C)(C)OC(=O)N1CCC(c2cc(-c3cccs3)n[nH]2)CC1
→ -11, -15, 0.0, 1.3
COc1ccccc1C(=O)Nc1c2c(nn1-c1ccc(Oc3ccccc3)cc1)CSC2
→ 3, 7, -0.1, -1.4
C=CCNC(=S)NC(=O)c1ccc(Cl)cc1
→ -22, -1, -0.1, 3.9
N#CC1=C(N2CCCCC2)c2cc3c(n2C1=O)CCCC3
→ -10, -5, -0.3, -1.4
CC(=O)c1cccc(NC(=O)CSc2n[nH]c(-c3cccnc3)n2)c1
→ -2, 0, -0.1, -0.2
Cc1ccc(/C=C2/SC(=S)N(C(C(=O)O)c3ccccc3)C2=O)o1 (stereo not drawn)
→ 4, 34, -1.1, -0.7
COc1ccc(/C=C2/NC(=S)NC2=O)cc1OCc1ccccc1
→ -13, -2, 0.1, 0.1
O=C(NC(=S)NC1CCCCC1)c1ccccc1[N+](=O)[O-]
→ -10, 20, 0.2, 1.1
CCN(C(=O)c1cccc([N+](=O)[O-])c1)c1c(C)n(C)n(-c2ccccc2)c1=O
→ -5, -3, -0.1, 1.5
Cc1ccc(NC(=O)COc2ccc3oc4c(c3c2)CCCC4)c(C)c1
→ 2, 14, 0.4, -0.6
CC(C)Oc1ccc(C(=O)NCCCCCC(=O)O)cc1
→ 39*, 5, 1.2, 0.5
N#Cc1ccsc1NC(=O)CNC(c1ccccc1)c1ccccc1
→ -11, 6, 0.0, 0.9
CCOc1cc(/C=C2\C(=O)N(c3ccccc3)N=C2C)cc(Cl)c1O
→ -2, 31, -0.9, -0.9
NC(N)=NS(=O)(=O)c1ccc(NC(=O)c2ccccc2C(=O)O)cc1
→ 4, 10, -0.1, 0.2
Cc1ccc(C)c(-c2csc(=Nc3ccc(F)cc3)n2CCc2ccccc2)c1
→ -2, 3, 0.0, -0.8
Cc1ccc(C(=O)N2CCc3nnc(C(CC(C)C)NC(=O)CN(C)C)n3CC2)s1 (stereo not drawn)
→ 1, -21, 0.3, 0.1
Cc1c(Cl)c(C)c(C2=NON3N(C(=O)Cc4ccccc4)c4ccccc4N23)c(C)c1Cl
→ -3, 22, 0.2, 0.3
COc1cc(/C=C/C(=O)Nc2ccc(S(=O)(=O)N3CCCCC3c3cccnc3)cc2)cc(OC)c1OC (stereo not drawn)
→ 56*, 14, 0.0, 0.8
CCN(CCn1cccn1)Cc1nc(-c2ccc3c(c2)OCO3)no1
→ -11, -6, 0.0, 0.4
COC(=O)c1cccc(CC2(C)C(=O)Nc3ccc(-c4cccnc4)cc32)c1 (stereo not drawn)
→ 3, 13, 0.2, 1.1
COc1ccc(-c2nc(CSc3nncn4c3cc3occc34)c(C)o2)cc1OC
→ -5, 17, 0.3, 0.5
Cc1ccccc1Cc1c(C)nc2nc(SCc3ccccc3)nn2c1C
→ -48, 15, 0.4, -0.2
CCCC(C)c1nnc(NC(=O)c2cc(C(=O)OC)cc([N+](=O)[O-])c2)s1 (stereo not drawn)
→ -4, -4, -0.1, 0.3
CCc1ccccc1NC(=O)Cn1nnc(-c2ccc(NC(C)=O)c(Cl)c2)n1
→ 12, -10, 1.2, 0.0
COC(=O)c1ccc(/C=C(\C#N)C(=O)Nc2ccc(S(N)(=O)=O)cc2)cc1
→ -9, 12, 0.1, -0.1
CC(=O)c1ccc(NC(=O)c2cnn(-c3ccccc3)c2-n2cccc2)cc1
→ -8, 11, -0.1, -0.4
O=C(CC(c1ccccc1)c1ccccc1)Nc1nccs1
→ 1, 20, 0.1, 0.3
COc1cccc(-n2sc3c(c2=S)-c2cc(Cl)ccc2NC3(C)C)c1
→ 3, 3, -0.4, 2.8
CC[C@H](Cn1nc(-c2ccc(F)c(F)c2)ccc1=O)NC(=O)C(C)(C)C
→ 8, 24, 0.2, 0.7
COc1cc(/C=C2/C(=N)N3N=C(C(C)C)SC3=NC2=O)cc(Cl)c1OCCOc1ccccc1C
→ -14, -8, 0.1, -0.2
COc1ccc(C2=NN(Cc3ccccc3)C3C(=O)NC(=O)C23)cc1 (stereo not drawn)
→ -6, -4, -0.2, -1.1
CCOC(=O)c1cccc2c1-c1ccccc1/C2=N/O
→ 14, -3, 0.2, 0.0
COCCCNC(=O)Nc1ccc(Br)cc1Cl
→ -44, 6, 0.0, -1.3
CCCn1c(SCC(=O)Nc2ccc(Br)cc2F)n[nH]c1=O
→ 28, 3, 0.2, 0.6
Cc1cc(C)c2oc(-c3cccc(NC(=O)COc4cc(C)c(Cl)c(C)c4)c3)nc2c1
→ 42*, -16, 0.0, -0.3
COc1ccc2o/c(=N/NC(=S)Nc3ccccc3)c(C(N)=O)cc2c1
→ 4, 4, 0.0, 0.3
Cc1ccc(C(=O)/C=C/Nc2ccccc2C(N)=O)cc1
→ 56*, -3, 0.0, -5.1
Cc1ccccc1CCNCc1c(C(=O)O)c(C)n(Cc2c(F)cccc2Cl)c1C
→ 2, 0, -0.2, 0.0
CCn1cc(CN2CCC3(CCC(CNC(=O)c4cccc(F)c4)O3)CC2)c(C)n1 (stereo not drawn)
→ 7, 5, -0.1, -0.4
O=C(Nc1ccc(F)cc1)/C(=C1/CCCCCN1)[N+](=O)[O-]
→ 4, -6, 0.3, 1.3
CC(=O)c1cccc(CN2CCCC(C(=O)Nc3ccc(-c4cscn4)cc3)C2)c1 (stereo not drawn)
→ -4, -2, 0.1, 2.0
COc1cccc(N2C(=O)c3ccccc3C2=O)c1
→ -2, 1, 0.1, 1.5
Cn1c(SCc2nc3ccccc3c(=O)[nH]2)nnc1-c1ccc(F)cc1
→ -2, -11, -0.1, -0.4
Cc1nc(Nc2cccc(C(F)(F)F)c2)nc2c1C(=O)CC(C)C2 (stereo not drawn)
→ 2, 3, 0.2, 0.5
CCN(CC)C(=O)N1c2ccccc2CCc2ccccc21
→ 42*, -1, -0.1, 1.0
Cc1cccc(C(=O)NNC(=O)CCc2ccccc2)c1
→ -3, 3, 0.9, 1.2
C=CCOc1ccccc1CN(C)CCc1ccccn1
→ 9, 65*, 0.2, -0.4
CCOC(=O)C1=C2c3ccccc3CC3(CCCC3)N2C(=O)C1=O
→ -1, 17, -0.1, 0.4

# Look-ups from the results shown.
# Result of CC1=C(C(=O)OCCOc2ccccc2)C(c2cccc(Cl)c2Cl)C2=C(CC(c3ccccc3)CC2=O)N1 (stereo not drawn) in TEAD-YAP inh: 6
# Result of COC(=O)c1ccc(/C=C(\C#N)C(=O)Nc2ccc(S(N)(=O)=O)cc2)cc1 in MITF primary: 12
# Result of NC(=O)Cc1nonc1NCNc1nonc1CC(N)=O in FBW7 act: 0.3
# Result of Cc1cc(C)c2oc(-c3cccc(NC(=O)COc4cc(C)c(Cl)c(C)c4)c3)nc2c1 in FBW7 act: 0.0
